Tat export inh: inhibitors of E. coli Tat protein transport. inhibition, % at 10 µM. E. coli MC4100 TorA-mCherry Tat export, fluorescence. hit rate 0.036% among 340,000;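 active = mean replicate inhibition at least 50% and at least half of replicates individually reaching 50%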;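 also: exported cargo escapes ClpAP degradation while cytoplasmic cargo is degraded and loses fluorescence; 0% = median of neutral control wells and 100% = median of NaSCN control wells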
cardiac RTF act: increases calcium sensitivity of human cardiac regulated thin filaments. P19429+P45379. IANBD-labeled TnC RTF fluorescence at EC20 calcium; 0% EC20 calcium, 100% full calcium. activation, % at 7.2 µM. hit rate 0.24% among 340,000. AID 493008;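 active = activation above the mean over all tested compounds plus 3 SD, cut at about 30% in these data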;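 also: rise in fluorescence read as greater calcium sensitivity of cardiac thin filaments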
Wnt bcat act: activators of Wnt/beta-catenin signaling | Wnt/beta-catenin reporter cell assay, activator, plate reader | activation, % at 9.35 µM | hit rate 1.2% among 300,000; in the data active = activation above about 30%, passing the limit was not always enough;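 also: 0% = neutral control wells and 100% = positive control wells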
dFosB activator: enhances mouse delta FosB homodimer DNA binding; P13346; purified delta FosB, TAMRA-CDK5 oligo fluorescence polarization; percent of positive-control signal above neutral wells; activation, % at 25 µM; hit rate 0.99% among 340,000; AID 493131;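 active = mean activation above about 17%, with every replicate also reaching it, limit read from the data, passing the limit was not always enough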;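 also: fluorescence polarization rise as delta FosB binds a TAMRA Cdk5 AP-1 oligo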
MITF TRPM1 HTS: increases MITF-driven TRPM1 promoter luciferase signal | SK-MEL-5 TRPM1-promoter luciferase, 24 h; % of positive control, neutral wells = 0 | activation, % at 12.5 µM | hit rate 0.75% among 300,000;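 active = mean activation of at least 80% with every replicate also reaching 80%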;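 also: 0% = neutral control wells and 100% = parthenolide positive control wells; values of inactives mirror those of a sister screen read the other way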
Rtt109 HAT inh: blocks Candida albicans Rtt109/Vps75 acetyltransferase activity; hit rate 0.16% among 330,000; Q5AAJ8; inhibition, % at 34.9 µM; purified Rtt109/Vps75, ThioGlo CoA-SH fluorescence, 4 h;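 active = inhibition of at least 50% in every replicate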
Target sequence (Q5AAJ8 whole entry, looked up): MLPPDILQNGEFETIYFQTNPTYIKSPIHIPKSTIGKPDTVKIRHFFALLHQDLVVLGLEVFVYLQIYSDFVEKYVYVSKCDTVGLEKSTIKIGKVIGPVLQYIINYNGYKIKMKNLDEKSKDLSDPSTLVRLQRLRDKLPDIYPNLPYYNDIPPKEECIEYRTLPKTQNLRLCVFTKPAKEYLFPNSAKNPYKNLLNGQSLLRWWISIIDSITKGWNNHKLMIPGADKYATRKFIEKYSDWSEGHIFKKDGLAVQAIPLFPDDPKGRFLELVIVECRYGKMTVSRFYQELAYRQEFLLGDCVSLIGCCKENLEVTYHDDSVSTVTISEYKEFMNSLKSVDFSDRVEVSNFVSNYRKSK
CAL PDZ FP-1: CAL PDZ (human) peptide binding inhibition | Q9HD26 | purified CAL PDZ, TMR-peptide fluorescence polarization, 1 h | inhibition, % at 24.9 µM | hit rate 0.92% among 300,000 | AID 602252;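 active = mean inhibition of at least 30% with at least half of replicates also reaching 30%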;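 also: 0% = DMSO neutral control and 100% = excess unlabeled competitor peptide PRC23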
V-ATPase pHluor: yeast V-ATPase proton transport regulation by pHLuorin | S. cerevisiae, pHLuorin cytosolic pH fluorescence | hit rate 0.37% among 350,000 | response, % at 10 µM | AID 504577; in the data active = response mostly above about 7.3%, no sharp cut-off; inactive = mostly below about 5.4%; also: actives read high; inactives centre near 0; some compounds called inactive have numbers as strong as hits; reference of the scale not given here
CAL PDZ FP-2: inhibitors of human CAL PDZ peptide binding. Q9HD26. purified CAL PDZ, TMR-peptide fluorescence polarization, 1 h. inhibition, % at 20 µM. hit rate 0.02% among 330,000. AID 504414;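 active = highest replicate inhibition of at least 40%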;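 also: plate controls were DMSO neutral control wells for no effect and unlabeled competitor peptide control wells for full effect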
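System: purified tagged CAL PDZ domain construct (CerCALP). Schedule: 1 h incubation at room temperature before polarization reading. Medium: 25 mM sodium phosphate pH 7.4, 150 mM NaCl, TCEP, IgG, Thesit. Read-out: percent inhibition from loss of millipolarization. Measured by: FP readout, S and P plane fluorescence. Probe or stimulus: fluorescent TMR peptide probe.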
CDK5 p35 inh: blocks human CDK5/p35 kinase activity; Q00535+Q15078; Recombinant CDK5/p35, ADP-Glo luminescence, 60 min; inhibition, % at 10 µM; hit rate 0.01% among 330,000;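 active = highest replicate inhibition of at least 50% and at least 75% of replicates reaching 50%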;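 also: plate controls were DMSO neutral control for no effect and GW8510 at 10 µM for full effect; many of its hits are not listed in these tables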
Target sequence (Q00535 whole entry, looked up): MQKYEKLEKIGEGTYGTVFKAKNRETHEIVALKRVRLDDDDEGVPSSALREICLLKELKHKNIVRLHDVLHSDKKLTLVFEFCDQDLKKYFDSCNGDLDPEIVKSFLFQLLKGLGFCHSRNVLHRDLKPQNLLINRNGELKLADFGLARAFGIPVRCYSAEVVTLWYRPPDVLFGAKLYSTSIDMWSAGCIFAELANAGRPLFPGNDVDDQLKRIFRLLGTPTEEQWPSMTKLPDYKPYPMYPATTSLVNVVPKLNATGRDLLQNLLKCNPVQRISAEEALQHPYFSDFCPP
Target sequence (Q15078 whole entry, looked up): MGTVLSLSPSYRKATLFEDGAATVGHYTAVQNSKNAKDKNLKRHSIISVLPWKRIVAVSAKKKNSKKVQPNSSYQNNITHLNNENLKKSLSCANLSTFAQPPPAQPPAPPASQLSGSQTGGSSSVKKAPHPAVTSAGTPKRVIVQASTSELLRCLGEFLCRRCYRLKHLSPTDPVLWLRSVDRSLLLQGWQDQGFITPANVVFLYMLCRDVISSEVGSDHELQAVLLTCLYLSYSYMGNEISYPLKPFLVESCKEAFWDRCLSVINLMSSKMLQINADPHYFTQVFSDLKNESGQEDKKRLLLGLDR
An asterisk follows results filed as active.

What do the screens show for `CC(C)(C)NC(=O)C[C@H]1C[C@H](C(=O)N2CCOCC2)[C@@]2(C)c3[nH]c4cc(-c5ccco5)ccc4c3CCN2C1=O`?
Tat export inh: -6; cardiac RTF act: -1; dFosB activator: -9; MITF TRPM1 HTS: 6; Rtt109 HAT inh: -3; CAL PDZ FP-1: -4; V-ATPase pHluor: -3; CAL PDZ FP-2: 0.3; CDK5 p35 inh: -1.5

How did COc1ccc(C)cc1NC(=O)C1CCCN(S(=O)(=O)c2ccc3c(c2)CCCN3C(C)=O)C1 (configuration not stated) do in these assays?
Tat export inh: 0; cardiac RTF act: 7; Wnt bcat act: -2; dFosB activator: -10; MITF TRPM1 HTS: 13; Rtt109 HAT inh: 8; CAL PDZ FP-1: -3; V-ATPase pHluor: -1; CAL PDZ FP-2: -2.7

How did CSc1nc2nc(-c3ccccc3)cc(C(F)(F)F)n2n1 do in these assays?
Tat export inh: -3; cardiac RTF act: 1; Wnt bcat act: -2; dFosB activator: 5; MITF TRPM1 HTS: -12; Rtt109 HAT inh: -16; CAL PDZ FP-1: 1; V-ATPase pHluor: 1; CAL PDZ FP-2: -1.1; CDK5 p35 inh: 0.0

Results for COC(=O)c1cc(COc2ccc3oc(C)c(C(=O)OC)c3c2)c(C)o1 ?
Tat export inh: 4; cardiac RTF act: -1; Wnt bcat act: 0; dFosB activator: -6; MITF TRPM1 HTS: 0; Rtt109 HAT inh: 1; CAL PDZ FP-1: -3; V-ATPase pHluor: 7; CAL PDZ FP-2: -1.8; CDK5 p35 inh: -0.6

Results for CC(OC(=O)c1cccc(S(=O)(=O)N2CCCC2)c1)C(=O)c1ccccc1 (configuration not stated) ?
Tat export inh: -1; cardiac RTF act: -7; Wnt bcat act: 0; dFosB activator: -1; MITF TRPM1 HTS: -2; Rtt109 HAT inh: 28; CAL PDZ FP-1: -1; V-ATPase pHluor: 0; CAL PDZ FP-2: -1.1; CDK5 p35 inh: 1.4

Results for COc1ccccc1-c1cc(C(=O)NCCN2CCOCC2)no1 ?
Tat export inh: -9; cardiac RTF act: 3; Wnt bcat act: 0; dFosB activator: -11; MITF TRPM1 HTS: 14; Rtt109 HAT inh: -2; V-ATPase pHluor: 1; CAL PDZ FP-2: -0.5; CDK5 p35 inh: 0.7

What do the screens show for `CCn1c2ccccc2c2cc(NC(=O)CSc3nnc(-c4ccccc4)o3)ccc21`?
Tat export inh: -10; cardiac RTF act: 1; Wnt bcat act: -5; dFosB activator: -2; MITF TRPM1 HTS: -6; Rtt109 HAT inh: -2; CAL PDZ FP-1: -2; V-ATPase pHluor: 0; CAL PDZ FP-2: -0.1; CDK5 p35 inh: 2.9

Results for CC(C)Oc1ccc(CCC(=O)NNC(=O)CCC(=O)O)cc1 ?
Tat export inh: -1; cardiac RTF act: -1; Wnt bcat act: 2; dFosB activator: 2; MITF TRPM1 HTS: 2; Rtt109 HAT inh: 0; V-ATPase pHluor: -1; CAL PDZ FP-2: -1.4; CDK5 p35 inh: -0.5

What do the screens show for `CCOc1nc(OCC)c2[nH]c(C(=O)O)c(Br)c2n1`?
Tat export inh: 1; cardiac RTF act: 20; Wnt bcat act: -1; dFosB activator: -7; MITF TRPM1 HTS: 2; Rtt109 HAT inh: 7; CAL PDZ FP-1: 1; V-ATPase pHluor: -1; CAL PDZ FP-2: 0.4; CDK5 p35 inh: 1.2

Results for CC(=O)NC(c1cc(Cl)c2ccccc2c1O)C(C)C (configuration not stated) ?
Tat export inh: -6; cardiac RTF act: 3; Wnt bcat act: -3; dFosB activator: 2; MITF TRPM1 HTS: -6; Rtt109 HAT inh: 1; CAL PDZ FP-1: 1; V-ATPase pHluor: 0; CAL PDZ FP-2: -1.8; CDK5 p35 inh: -0.8

What do the screens show for `CCCn1nc(C(=O)N2CCc3ccccc3C2)c2ccccc2c1=O`?
Tat export inh: 2; cardiac RTF act: -4; dFosB activator: -3; MITF TRPM1 HTS: -7; Rtt109 HAT inh: 3; CAL PDZ FP-1: 0; V-ATPase pHluor: -7; CAL PDZ FP-2: -0.3; CDK5 p35 inh: -0.6

What do the screens show for `CC(C)(C)NC(=O)CSc1nncn1NCc1ccccc1`?
Tat export inh: -5; cardiac RTF act: 6; Wnt bcat act: -1; dFosB activator: 4; Rtt109 HAT inh: -3; V-ATPase pHluor: -3; CAL PDZ FP-2: -0.2; CDK5 p35 inh: -1.8

What do the screens show for `O=C(N[C@@H](Cc1ccccc1)C(=O)Nc1ccc(F)cc1)C1CCNCC1`?
Tat export inh: -4; cardiac RTF act: -1; Wnt bcat act: -3; dFosB activator: 0; MITF TRPM1 HTS: 4; Rtt109 HAT inh: -4; CAL PDZ FP-1: 0; V-ATPase pHluor: 1; CAL PDZ FP-2: -0.5; CDK5 p35 inh: -1.9

How did Cc1ccc(NC(=S)Nc2cccnc2)c(S(=O)(=O)N2CCCCC2)c1 do in these assays?
Tat export inh: 6; cardiac RTF act: 2; Wnt bcat act: 0; dFosB activator: 4; MITF TRPM1 HTS: -8; Rtt109 HAT inh: 13; CAL PDZ FP-1: 2; V-ATPase pHluor: -3; CAL PDZ FP-2: -0.7; CDK5 p35 inh: 0.9

How did NS(=O)(=O)c1ccc(CCNC(=O)c2ccc(CS(=O)(=O)c3ccc(Br)cc3)o2)cc1 do in these assays?
Tat export inh: -4; cardiac RTF act: -4; Wnt bcat act: 0; dFosB activator: -6; MITF TRPM1 HTS: -5; Rtt109 HAT inh: -3; CAL PDZ FP-1: -4; V-ATPase pHluor: 3; CAL PDZ FP-2: -2.9

How did Cc1cc(C)cc(OC(=O)COc2ccccc2C)c1 do in these assays?
Tat export inh: -9; cardiac RTF act: 10; Wnt bcat act: 2; dFosB activator: -2; MITF TRPM1 HTS: -11; Rtt109 HAT inh: -3; CAL PDZ FP-1: -3; V-ATPase pHluor: 3; CAL PDZ FP-2: -3.4; CDK5 p35 inh: -1.4

How did c1csc(CNc2ccc3c(c2)OCCO3)c1 do in these assays?
Tat export inh: 2; cardiac RTF act: -4; Wnt bcat act: -6; dFosB activator: 0; MITF TRPM1 HTS: 11; Rtt109 HAT inh: 5; CAL PDZ FP-1: -4; V-ATPase pHluor: -2; CAL PDZ FP-2: -0.2; CDK5 p35 inh: 0.4

What do the screens show for `O=C(C1CCN(C2CCN(Cc3cccc4c3OCO4)CC2)CC1)N1CCOCC1`?
Tat export inh: 0; cardiac RTF act: -4; Wnt bcat act: -1; dFosB activator: 5; MITF TRPM1 HTS: -6; Rtt109 HAT inh: -4; CAL PDZ FP-1: 38*; V-ATPase pHluor: 3; CAL PDZ FP-2: -1.0; CDK5 p35 inh: 2.1

How did CCOc1ccc(N(C(=O)c2cc3ccccc3oc2=O)C2C=CS(=O)(=O)C2)cc1 (configuration not stated) do in these assays?
Tat export inh: -6; cardiac RTF act: -5; Wnt bcat act: -1; dFosB activator: 1; MITF TRPM1 HTS: -1; Rtt109 HAT inh: 4; CAL PDZ FP-1: -3; V-ATPase pHluor: 3; CAL PDZ FP-2: -2.3; CDK5 p35 inh: -0.1

What do the screens show for `COc1cc2c(cc1OC)C(CC#N)=NC(C)(C)C2`?
Tat export inh: -2; cardiac RTF act: 3; dFosB activator: -6; MITF TRPM1 HTS: 6; Rtt109 HAT inh: 5; CAL PDZ FP-1: -2; V-ATPase pHluor: -2; CAL PDZ FP-2: -0.3; CDK5 p35 inh: 1.4

Results for CC(=O)Nc1ccc(Nc2nc(-c3sc(C)nc3C)cs2)cc1 ?
Tat export inh: -3; cardiac RTF act: 0; Wnt bcat act: 2; dFosB activator: -8; MITF TRPM1 HTS: 7; Rtt109 HAT inh: -1; CAL PDZ FP-1: 0; V-ATPase pHluor: -4; CAL PDZ FP-2: -0.2; CDK5 p35 inh: -0.3

What do the screens show for `CC(C)CN(C(=O)/C=C/c1nc2ccccc2s1)C1CCS(=O)(=O)C1` (configuration not stated)?
Tat export inh: -1; cardiac RTF act: 0; Wnt bcat act: -1; dFosB activator: -13; MITF TRPM1 HTS: -11; Rtt109 HAT inh: -9; CAL PDZ FP-1: -7; V-ATPase pHluor: 1; CAL PDZ FP-2: -2.6; CDK5 p35 inh: 1.9

How did Nc1[nH]c(N=NC(=O)c2ccccc2)c2ccccc12 do in these assays?
Tat export inh: 6; cardiac RTF act: -3; Wnt bcat act: 5; dFosB activator: -4; MITF TRPM1 HTS: 1; Rtt109 HAT inh: -8; V-ATPase pHluor: 1; CAL PDZ FP-2: 0.4; CDK5 p35 inh: -0.1

What do the screens show for `C=C(C)C1Cc2c(C)nn(-c3nc(C)cc(C)n3)c2C1` (configuration not stated)?
Tat export inh: -4; cardiac RTF act: 6; dFosB activator: -18; MITF TRPM1 HTS: -16; Rtt109 HAT inh: 2; CAL PDZ FP-1: -2; V-ATPase pHluor: -2; CAL PDZ FP-2: -0.5; CDK5 p35 inh: 0.6

Results for CCOC(=O)c1cnc2c(c(C)nn2CC)c1NCCN1CCOCC1 ?
Tat export inh: -8; cardiac RTF act: -1; Wnt bcat act: -1; dFosB activator: -21; MITF TRPM1 HTS: 2; Rtt109 HAT inh: 1; CAL PDZ FP-1: -1; V-ATPase pHluor: 3; CAL PDZ FP-2: -2.7; CDK5 p35 inh: 0.6

What do the screens show for `COc1cccc(CNC(=O)CCC2CCCN(C(=O)c3cscn3)C2)c1` (configuration not stated)?
Tat export inh: -4; cardiac RTF act: -2; Wnt bcat act: 2; dFosB activator: 2; MITF TRPM1 HTS: 7; Rtt109 HAT inh: 3; V-ATPase pHluor: -5; CAL PDZ FP-2: 0.2; CDK5 p35 inh: -0.5

How did COC(=O)[C@@]1(Cc2ccccc2)[C@H]2C(=O)N(Cc3ccccc3)C(=O)[C@H]2[C@H]2CN=C(SCc3ccc(C)cc3)N21 do in these assays?
Tat export inh: 10; cardiac RTF act: -4; dFosB activator: -5; MITF TRPM1 HTS: 0; Rtt109 HAT inh: 4; CAL PDZ FP-1: -4; V-ATPase pHluor: -2; CAL PDZ FP-2: 0.9; CDK5 p35 inh: 1.5

Results for Cn1c(=O)c2c(nc(SCc3nc(N)nc(N4CCCCC4)n3)n2C)n(C)c1=O ?
Tat export inh: -7; cardiac RTF act: -2; Wnt bcat act: 4; dFosB activator: 0; MITF TRPM1 HTS: -4; Rtt109 HAT inh: 4; CAL PDZ FP-1: -3; V-ATPase pHluor: 4; CAL PDZ FP-2: -1.3; CDK5 p35 inh: -0.4

Results for NC(=O)c1ccccc1NC(=O)CSc1cn[nH]n1 ?
Tat export inh: -8; cardiac RTF act: 1; Wnt bcat act: 0; dFosB activator: -8; MITF TRPM1 HTS: 7; Rtt109 HAT inh: -1; V-ATPase pHluor: 1; CAL PDZ FP-2: -0.2; CDK5 p35 inh: -0.4

What do the screens show for `Cc1cccc(NC(=O)CN2C(=O)S/C(=C\c3ccccn3)C2=O)c1`?
Tat export inh: 1; cardiac RTF act: 7; Wnt bcat act: -3; dFosB activator: 41*; MITF TRPM1 HTS: 13; Rtt109 HAT inh: -4; V-ATPase pHluor: 4; CAL PDZ FP-2: -0.3; CDK5 p35 inh: -2.9

Screening results: PubChem, several laboratories
